Assay outcomes (PubChem BioAssay)
PNC inhibitor – blocks assembly of the perinucleolar compartment; PC3M PTB-GFP, PNC prevalence imaging, 16 h; stronger effect = lower value; activity change (PNC), negative = inhibition, % at 10 µM; actives 3.1% (n = 140,000); AID 2417;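 active means readout at or below -70, meaning at least 70% loss of cells showing the perinucleolar compartment, a nuclear body marking cancer cells; inconclusive means readout between -30 and a set limit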;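 further: plate controls were DMSO wells for no effect and camptothecin positive control wells for full effect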
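Read-out is percentage of cells bearing a perinucleolar compartment, from automated 20x imaging of fixed, Hoechst-stained PC3M PTB-GFP cells. Cells were seeded 4 h, then exposed 16 h to compound (23 nl of library stock) in duplicate plates.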
ALOX12 inhib – blocks human 12-lipoxygenase activity; P18054; purified 12-hLO, xylenol orange hydroperoxide absorbance; Potency, µM (doses to about 57.1 µM), for inactives: at the highest dose activity change, negative = inhibition, hits mostly inhibitors; actives 0.12% (n = 150,000); further: potency means the concentration at half of the fitted maximal effect; nearly all actives have a fitted effect of over 55% in size; many of its hits are not listed in these tables
Target sequence (P18054 whole entry, looked up): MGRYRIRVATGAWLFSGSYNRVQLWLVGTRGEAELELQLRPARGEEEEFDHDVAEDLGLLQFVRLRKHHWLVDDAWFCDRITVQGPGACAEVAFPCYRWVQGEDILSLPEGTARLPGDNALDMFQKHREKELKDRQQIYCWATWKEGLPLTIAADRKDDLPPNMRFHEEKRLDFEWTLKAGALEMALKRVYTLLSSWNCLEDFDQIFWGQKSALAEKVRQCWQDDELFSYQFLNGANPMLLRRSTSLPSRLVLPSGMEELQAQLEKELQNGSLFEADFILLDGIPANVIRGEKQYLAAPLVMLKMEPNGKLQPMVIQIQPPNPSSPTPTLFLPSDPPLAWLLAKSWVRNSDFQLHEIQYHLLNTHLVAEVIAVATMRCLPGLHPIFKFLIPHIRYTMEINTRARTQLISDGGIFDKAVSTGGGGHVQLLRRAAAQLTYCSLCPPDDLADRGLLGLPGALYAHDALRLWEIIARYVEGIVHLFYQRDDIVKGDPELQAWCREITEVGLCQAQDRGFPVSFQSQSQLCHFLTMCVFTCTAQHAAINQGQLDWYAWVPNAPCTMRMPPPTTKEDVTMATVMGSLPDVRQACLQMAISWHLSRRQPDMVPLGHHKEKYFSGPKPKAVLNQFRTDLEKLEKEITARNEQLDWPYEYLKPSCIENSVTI
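Purified human 12hLO (150 nM), preincubated 15 min with compound, then 40 uM arachidonic acid for 30 min, room temperature, Hepes pH 7.0 with 0.01% Triton X-100. Hydroperoxide detected by ferrous iron/xylenol orange; 573/405 nm absorbance ratio gives reaction progress.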
15-hLO-2 inh – blocks human 15-lipoxygenase 2 activity. O15296. purified 15hLO-2, xylenol orange hydroperoxide absorbance. Potency, µM (titrated, usually from 57.1 µM), inactives show top-dose activity change, negative = inhibition, actives largely listed as inhibitors. actives 0.56% (n = 110,000); further: potency means the concentration at half of the fitted maximal effect; nearly all actives have a fitted effect of over 60% in size; many of its hits are not listed in these tables
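Enzyme 50 nM, AA 45 uM, 25 mM Hepes pH 7.5 + 0.01% Triton X-100; cpd preinc 15 min RT, rxn 90 min RT; stop/detect with 200 uM XO + 300 uM Fe(II) in 50 mM H2SO4, 30 min; A573/A405.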
IMPase cell inh – cell-permeable inhibitors of inositol monophosphatase (IMPase); CHO-M1 cells, IP1 accumulation, HTRF TR-FRET ratio; 120,000 tested, under 10 active; P97697; inhibition (IP1 accumulation), % at 46.1 µM; active means well fitted curve in the direction sought with a large enough effect in the signal ratio, not every such curve was filed as active; inconclusive means small, poorly fitted or top-dose-only effect, or a change in a side signal; inactive means no such curve, though single readings can be large or run the other way; the % refers to the signal ratio;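 further: cells stimulated with carbachol in lithium chloride buffer; plate controls were DMSO basal wells for no effect and reference inhibitor wells for full effect; higher means more IMPase inhibition seen as more IP1 and lower FRET ratio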
Target sequence (P97697 whole entry, looked up): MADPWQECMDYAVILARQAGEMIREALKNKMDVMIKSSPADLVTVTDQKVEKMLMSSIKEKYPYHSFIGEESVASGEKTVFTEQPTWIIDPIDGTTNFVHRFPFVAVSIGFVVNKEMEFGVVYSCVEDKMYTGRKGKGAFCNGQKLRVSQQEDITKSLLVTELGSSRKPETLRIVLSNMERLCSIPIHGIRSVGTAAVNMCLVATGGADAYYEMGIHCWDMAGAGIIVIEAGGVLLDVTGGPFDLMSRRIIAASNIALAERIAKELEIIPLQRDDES
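Elevated IP1 in lysates lowers TR-FRET signal (665/620 ratio and 620 channel reported). Cells were CHO-M1, given carbachol (50 uM as added) plus 50mM LiCl, pH 7.4, 30 min, 37C; compounds titrated up to 46 uM; AC50 by Hill equation.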
* = called active by the depositor; ? = inconclusive; / = not tested or not shown; & = joins results of further samples; [ ] = remark or other dose. Unless noted, the call rests on the fitted dose curve; in most records, active means well fitted curve in the direction sought with a large enough effect; inconclusive means small, poorly fitted or top-dose-only effect, or another doubt; inactive means no such curve, though single readings can be large; an effect the other way counts as inactive or inconclusive. Unless noted, on the % scale 0 is the no-effect control and ±100 the full control effect. Some of the compounds tested; count on the stated rates, not on these rows.

SMILES	PNC inhibitor	ALOX12 inhib	15-hLO-2 inh	IMPase cell inh
CC(C)(C)NC(=O)CSC(=Nc1cccc(F)c1)NC#N	83	-4%	-3%	-1
CCN1CCN(c2nc3sc4c(c3c3ncnn23)CC(C)CC4)CC1 (stereo not given)	21	-5%	25%	0
c1ccc(-c2nc3ccccc3c3nncn23)cc1	33	-3%	1%	11
C[C@](N)(Cc1ccc(O)c(O)c1)C(=O)O	20	-19%&-6%	22%	-4
COCC(=O)OCn1nnc2ccccc2c1=O	92	1%	3%	-5
CC(C)NC(=O)NC(=O)CSc1nncn1C	18	5%	-3%	6
CCOc1cc(/C=N/NC(=O)C(C)Sc2ccccn2)ccc1O (stereo not given)	?	-2%	/	4
O=C1OCCN1C(=O)[C@H]1[C@H](c2ccc(F)cc2)C(c2ccc(F)cc2)=NN1c1ccc(Br)cc1	-26	-11%[0.00818 µM]	-10%[0.0915 µM]	/
O=C(c1ccc(Cl)cc1[N+](=O)[O-])N(Cc1ccccc1)Cc1ccccc1	13	-7%	/	6
CC(C)Cn1c(-c2csc3ccccc23)n[nH]c1=S	?	-9%	-11%	0
COc1ccc(C(=O)CSc2nnc(COc3ccccc3)n2Cc2ccco2)cc1	?	-17%	-7%	8
N#CC1=C(N)Nc2nc3ccccc3n2C1c1ccc(F)cc1 (stereo not given)	-18	-1%	/	0
CC(C)[C@H]1COC(c2cc(Cl)cc(Cl)c2)=N1	/	-2%[0.00818 µM]	18%[0.0915 µM]	/
CCOC(=O)/C(=C\C=C1/Sc2cc(OCC)c(OCC)cc2N1CC)C(C)=O	?	-1%	/	/
CN(C)/C=C1/C=C(c2ccccc2)OC1=O	37	-17%	-21%	7
Cc1nc(NCc2ccccc2)c2nc(-c3ccccc3)n(CC(C)(C)CN(C)C)c2n1	/	1%	48%[activator]	/
CCN1C(=O)CC(C(=O)Nc2ccc(F)cc2)SC1=Nc1ccc2c(c1)OCO2 (stereo not given)	?	-5%	-2%	2
Cc1ccc(C(=O)Nc2c(-c3cccs3)c(=O)c3ccccc3n2C)cc1	30	-2%	-11%	-5
COC(=O)c1ccc(C2C3=C(Nc4nnnn42)c2ccccc2OC3)cc1 (stereo not given)	10	-5%	-13%	4
CCCn1c(SCC(=O)NC2CCCCC2)nnc1-c1ccncc1	-22	3%	8%	4
CC1(C)OC(C)(C)/C(=C/Nc2ccc(O)cc2)C1=O	170	-3%	/	/
CCC1OC(=O)C(C)[C@@H](O[C@H]2C[C@@](C)(OC)C(O)C(C)O2)C(C)[C@@H](O[C@@H]2OC(C)CC(N(C)C)C2O)[C@@](C)(O)CC(C)C2NC(COCCOC)O[C@H](C2C)[C@@]1(C)O (stereo not given in full)	/	-2%	15%	/
COc1ccc(C(NC(=O)c2ccco2)c2ccc(OC)c(OC)c2)cc1OC	5	-6%	-2%	10
O=C(CSc1nnnn1Cc1ccccc1)c1ccccc1	-18	-11%	3%	2
COc1ccc(NC(=O)CSc2ccc(F)cc2)cc1S(=O)(=O)N1CCCCC1	3	-2%	/	/
Cc1nn(C)c(Oc2ccc(Cl)cc2)c1C(=O)O	?	-2%	-8%[11.4 µM]	-16[1.84 µM]
CC(C)(C)c1ccc(OCC(=O)N/N=C/c2cc(Br)ccc2OC(=O)c2ccco2)cc1	1	-2%	-1%	9
CCOC(=O)C(C)Sc1nc(-c2ccc(OC)cc2)nc2c1c(=O)n(C)c(=O)n2C (stereo not given)	15	0%	1%	0
COc1ccc(NC(=O)N2CCCCC2c2cccnc2)cc1 (stereo not given)	59	-2%	/	/
Cn1cnnc1SC(C(=O)Nc1ccc(F)cc1)c1ccccc1 (stereo not given)	-7	3%	2%	2
CCC1(C)Cc2c(sc3c2c(=O)n(C)c2nnc(SCc4ccccc4)n32)CO1 (stereo not given)	?	3%	-2%	-10
N#Cc1ccccc1NC(=O)c1ccc(-c2ccccc2Cl)o1	29	-10%	-2%	-11
CN1C(=S)SC(N(O)C(=O)Nc2cccc3ccccc23)C1(C)C (stereo not given)	-13	-5%	-18%	1
COc1cc(C(=O)OCCNC(=O)c2ccncc2)cc(OC)c1OC	-111*	2%	/	5
O=C(CSc1nc2c(sc3ccccc32)c(=O)n1CCO)NCC1CCCO1 (stereo not given)	?	-3%	-1%	-19
Cn1c(=O)cc(SCC(=O)Nc2cccnc2)c2ccccc21	?	-1%	-1%	-8
Cc1ccc(CS(=O)(=O)CCC(=O)NCc2cccs2)cc1	?	5%	13%	2
Cc1ccc(-c2noc(CCCc3ccccc3)n2)cc1	-28	4%	2%	4
COc1ccc(/C(N)=N/OC(=O)c2ccc3c(c2)OCO3)cc1OC	57	2%	16%	-4
Cc1ccc(Nc2nnc(SCc3cc(=O)n4ccsc4n3)s2)c(C)c1	-10	-4%	-23%	-8
O=[N+]([O-])c1nn(-c2ccc3c(c2)OCCO3)n(O)c1=NCc1ccc(F)cc1	84	-13%	/	/
Cc1cccc(N2CCN(C(=O)CN(C)S(=O)(=O)c3ccc4c(c3)CCC(=O)N4)CC2)c1C	-17	-3%	4%	-3
Cc1cc(OCCOCCN(C)C)ccc1Cl	43	0%	/	/
CNC(=O)/C(=C\c1cccc(Oc2ccccc2)c1)NC(=O)c1ccccc1	17	-1%	/	0
CCCCC(=O)Nc1ccc(NC(=S)NC(=O)CC(C)C)cc1OC	23	-4%	/	/
Brc1ccccc1-c1nnc2sc(-c3ccc4c(c3)OCCO4)nn12	-5	-11%	1%	16
COc1ccc2c(c1)O/C(=C\c1sccc1C)C2=O	?	1%	/	4
COCCCn1c(SCc2ccc(OC)cc2)nc2cc(OC)c(OC)cc2c1=N	52	0%	/	-7
CCOC(=O)c1c(NC(=S)Nc2ccc(Cl)cc2)sc2c1CCN(C)C2	38	-4%	/	/
Cc1ccnc(NC(=O)c2cccc(NC(=O)COc3ccccc3)c2)c1	7	-22%	2%	4
CCOC(=O)Cc1csc(NC(=O)CSc2nnc(C3CC3)n2C)n1	38	8%	/	6
C/C(Cl)=C\CSc1nnc2n(N)c(=O)c3ccccc3n12	-16	4%	-4%	-3
COCCCNCCCCOc1ccc(Br)cc1C	-25	-3%	/	/
CC(OC(=O)Cn1c(C(F)(F)F)nc2ccccc21)C(=O)N1CCCc2ccccc21 (stereo not given)	2	-2%	0%	6
CCCCNC1C(CC)C(CCC)C(C#N)(C#N)C1(C#N)C#N (stereo not given)	11	6%	-11%[11.4 µM]	-8[1.84 µM]
COc1ccc(C(C)=O)cc1CSCCC(=O)O	49	-5%	-1%	5
CC(=O)N1CCC2(CCCN(c3ccc(-c4ccccc4)cc3)C2)CC1	/	-27%	-8%	/
CCOC(=O)C1=C(CSCC(=O)OC)NC(=O)NC1c1cc(C)ccc1C (stereo not given)	-20	6%	-4%	2
O=C(CCOc1ccccc1)OCC(=O)c1cc2ccccc2o1	-10	-16%	-19%	-8
C=CCN(CC=C)S(=O)(=O)c1ccc2nc(NC(=O)C(C)C)sc2c1	?	-9%	4%[2.29 µM]	-3
Additional results.
SMILES	PNC inhibitor	ALOX12 inhib	15-hLO-2 inh	IMPase cell inh
O=C(CCCN1C(=O)c2ccccc2C1=O)NCCCN1CCOCC1	?	-2%	5%[11.4 µM]	-12[1.84 µM]
CCOC(=O)C1CCN(S(=O)(=O)c2cccc3nonc23)CC1	31	-3%	-3%	8
COc1ccc2nc(NC(=O)CN(c3ccc(C)cc3)S(=O)(=O)c3c(C)nn(C)c3C)sc2c1	18	1%	21%	21
Cn1c(=O)[nH]c(=O)c2c1nc(NC1CCCCC1)n2CC(=O)NC1CCCCC1	19	-4%	4%[2.29 µM]	-5
O=C(NCC1CCCO1)C(c1cccs1)N(Cc1ccccc1)C(=O)c1ccc(-c2ccccc2)[nH]1 (stereo not given)	-5	-8%	/	1
CC(C)(C)NC(=O)CSCc1c(Cl)cccc1Cl	?	-1%	/	/
Cc1ccc(Nc2nc(C)c(CCC(C)C)c(=O)[nH]2)cc1	-10	1%	-7%	-7
COC(=O)CSc1nnc(CNC(=O)c2ccccc2OC)n1C	-88*	-2%	10%	?
Cn1c(Oc2ccc(Cl)c3cccnc23)nc2c1c(=O)n(Cc1ccccc1Cl)c(=O)n2C	10	0%	-1%	-3
COc1cccc(-n2nc(C(=O)N3CC(C)CC(C)C3)c3ccccc3c2=O)c1 (stereo not given)	39	1%	2%	0
CCNc1nc(Oc2ccc(=O)n(-c3ccccc3)n2)nc(N(C)C)n1	62	2%	3%	2&2
COc1ccc2nc(NNC(=O)C3COc4ccccc4O3)sc2c1 (stereo not given)	10	-3%	/	/
CCn1c(O)c(/C=N/N=C/c2ccccc2)c2ccc(C3=NNC(=O)CC3)cc21	-2	-23%	?	-11
Cn1cc(/C=C(\C#N)C(=O)Nc2ncc(Cc3ccc(Cl)cc3)s2)c2ccccc21	-1	-3%	/	/
Cc1occc(=O)c1O	-13	-10%&-9%	0%	/
Cc1ccc(Cc2cnc(N)s2)o1	-18	-19%	22%	13
CNC(=S)Nc1cc(Cl)ccc1Oc1ccccc1	?	-3%	/	/
COc1cc(CC(=O)NCc2cccs2)cc(OC)c1OC	?	-1%	-1%	-3
COc1ccc2ccccc2c1C1CC(=O)N2CN(C3CCCCC3)CSC2=C1C#N (stereo not given)	-1	-22%	?	4
CC1=NC(=O)C(N=Nc2ccccc2)N1c1ccccc1 (stereo not given)	?	-5%	/	-8

In another format: results already given
Sequence of screens: PNC inhibitor	ALOX12 inhib	15-hLO-2 inh	IMPase cell inh
> O=C(CCCN1C(=O)c2ccccc2C1=O)NCCCN1CCOCC1
→ ?	-2%	5%[11.4 µM]	-12[1.84 µM]
> CCOC(=O)C1CCN(S(=O)(=O)c2cccc3nonc23)CC1
→ 31	-3%	-3%	8
> COc1ccc2nc(NC(=O)CN(c3ccc(C)cc3)S(=O)(=O)c3c(C)nn(C)c3C)sc2c1
→ 18	1%	21%	21
> Cn1c(=O)[nH]c(=O)c2c1nc(NC1CCCCC1)n2CC(=O)NC1CCCCC1
→ 19	-4%	4%[2.29 µM]	-5
> O=C(NCC1CCCO1)C(c1cccs1)N(Cc1ccccc1)C(=O)c1ccc(-c2ccccc2)[nH]1 (stereo not given)
→ -5	-8%	/	1
> CC(C)(C)NC(=O)CSCc1c(Cl)cccc1Cl
→ ?	-1%	/	/
> Cc1ccc(Nc2nc(C)c(CCC(C)C)c(=O)[nH]2)cc1
→ -10	1%	-7%	-7
> COC(=O)CSc1nnc(CNC(=O)c2ccccc2OC)n1C
→ -88*	-2%	10%	?
> Cn1c(Oc2ccc(Cl)c3cccnc23)nc2c1c(=O)n(Cc1ccccc1Cl)c(=O)n2C
→ 10	0%	-1%	-3
> COc1cccc(-n2nc(C(=O)N3CC(C)CC(C)C3)c3ccccc3c2=O)c1 (stereo not given)
→ 39	1%	2%	0
> CCNc1nc(Oc2ccc(=O)n(-c3ccccc3)n2)nc(N(C)C)n1
→ 62	2%	3%	2&2
> COc1ccc2nc(NNC(=O)C3COc4ccccc4O3)sc2c1 (stereo not given)
→ 10	-3%	/	/

(further entries)
SMILES	PNC inhibitor	ALOX12 inhib	15-hLO-2 inh	IMPase cell inh
CCOc1ccccc1NC(=O)COC(=O)Cc1ccc(-c2ccccc2)cc1	-9	2%	/	?
CC(NS(=O)(=O)c1ccccc1)C1COc2ccccc2O1 (stereo not given)	?	-4%	1%	-3
Cc1ccc(C(C(=O)NC2CCCC2)N(Cc2ccco2)C(=O)CCC(=O)Nc2ccccn2)cc1 (stereo not given)	4	-2%	-6%	0
O=C(NC(=S)Nc1ccc(N2CCOCC2)c(Cl)c1)c1sc2ccccc2c1Cl	-2	-3%	/	5
